Screening results from PubChem BioAssay.
Tb PYK inh: T. brucei pyruvate kinase inhibition | Q57TT1 | TbPYK enzyme, Kinase-Glo Plus ATP luminescence, 45 min | Potency, µM (doses to about 76.8 µM), without a hit: top-dose activity, negative = inhibition, actives largely listed as inhibitors | hit rate 0.12% among 410,000 | AID 624173; note: nearly all actives have a fitted effect of over 50% in size
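Readout: single end-point luminescence (Kinase-Glo Plus, 10 min). Reaction conditions were TbPYK/substrate plus 130 uM ADP, 45 min at RT, pH 7.2 TEA buffer. No-enzyme wells served as controls, and data were normalized before concentration-response fitting.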
Pf growth 48h: P. falciparum growth inhibition at 48 hours (one generation); hit rate 5.9% among 310,000; Potency, µM (doses to about 28.7 µM), inactives show top-dose activity change, negative = inhibition, actives largely listed as inhibitors; P. falciparum luciferase growth in erythrocytes, 48 h; AID 504832
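Firefly luciferase activity from engineered P. falciparum reports growth; inhibitors lower the luminescent signal. Cultures contained 2% hematocrit erythrocytes at 0.1% final parasitemia.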
Pf growth 96h: P. falciparum growth inhibition at 96 hour, primary screen for plastid delayed-death inhibitors; hit rate 6.9% among 320,000; Potency, µM (titrated, usually from 28.7 µM), for the others: top-dose activity change, negative = inhibition, hits mostly inhibitors; P. falciparum luciferase reporter growth, 96 h
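Luminescence readout: decreased luciferase signal marks inhibited growth of reporter-expressing P. falciparum in infected red cells (2% hematocrit, 0.05% parasitemia final), exposed to compound two generations (96 h, 37 C, 5% CO2).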
LmPK inh: blocks Leishmania mexicana pyruvate kinase activity; purified LmPK, Kinase-Glo ATP luminescence, 1 h; Potency, µM (highest dose often 57.5 µM), for inactives: at the highest dose activity change, negative = inhibition, usual class: inhibitors; hit rate 0.37% among 290,000; AID 1721
Target sequence (Q27686 whole entry, looked up): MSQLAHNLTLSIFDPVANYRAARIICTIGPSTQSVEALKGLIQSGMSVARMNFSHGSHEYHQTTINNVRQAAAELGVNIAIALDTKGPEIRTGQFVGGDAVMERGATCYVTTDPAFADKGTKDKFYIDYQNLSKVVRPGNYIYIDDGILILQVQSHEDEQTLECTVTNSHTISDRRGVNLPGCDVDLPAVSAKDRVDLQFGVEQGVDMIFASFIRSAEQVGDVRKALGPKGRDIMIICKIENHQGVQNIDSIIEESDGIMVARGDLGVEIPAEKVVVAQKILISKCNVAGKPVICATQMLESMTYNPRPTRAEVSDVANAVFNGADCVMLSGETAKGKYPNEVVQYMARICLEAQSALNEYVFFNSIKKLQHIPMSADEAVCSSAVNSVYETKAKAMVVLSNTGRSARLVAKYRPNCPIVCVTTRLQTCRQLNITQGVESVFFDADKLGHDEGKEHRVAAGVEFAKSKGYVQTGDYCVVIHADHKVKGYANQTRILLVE
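Kinase-Glo luminescence read after 1 h RT reaction of 0.1 nM LmPK with 0.5 mM PEP and 0.1 mM ADP. Activity scaled between uninhibited and enzyme-free controls.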
Sm TGR block: S. mansoni TGR enzyme inhibition. Q962Y6. purified TGR, DTNB reduction, TNB absorbance 405 nm. Potency, µM (highest dose often 114 µM), inactives show top-dose activity change, negative = inhibition, usual class: inhibitors. hit rate 3% among 360,000. AID 485364; note: nearly all actives have a fitted effect of over 60% in size
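Kinetic colorimetric format: TGR-catalysed, NADPH-driven DTNB reduction monitored via TNB absorbance. Enzyme dispensed at 20 nM; compound exposure 15 min at room temperature before reaction start.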
HCV inh: HCV inhibition | Huh7.5.1 HCVcc-Cre infection, luciferase reporter, 44 h | Potency, µM (series often up to 41.8 µM), for the others: at the highest dose activity change, negative = inhibition, most hits filed as inhibitors | hit rate 3.4% among 340,000 | AID 651820
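Infectious HCVcc-Cre (~0.5 moi) was added to cells just after compound, with cells seeded 4 h earlier at 1,000 per well. Luciferase activity after 44 h culture reported infection; substrate was incubated 15 min at room temperature before reading.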
Active calls of the source: *; ? = inconclusive; . = no result given; & = joins results of further samples; [ ] = remark or other dose. Calls come from the whole dose curve; as a rule, active = well fitted curve in the direction sought with a large enough effect; inconclusive = small, poorly fitted or top-dose-only effect, or another doubt; inactive = no such curve, though single readings can be large; an effect the other way counts as inactive or inconclusive. % is set by controls: 0 for no effect and ±100 for the full control effect; potency is the fitted concentration of half-maximal effect.

A first look:
item | Molecule | Tb PYK inh | Pf growth 48h | Pf growth 96h | LmPK inh | Sm TGR block | HCV inh
1 | O=C(Nc1ccc(C(=O)O)cc1)/C(=C/c1cccc(Br)c1)NC(=O)c1ccco1 | -2% | 22% | -8% | -1% | -4% | 15%
2 | CCCCc1nc2n[nH]c(N)c2c2c1CCC2 | -5% | -5% | 2%[5.75 µM] | -4% | 0% | ?
3 | O=C(c1ccccc1F)N(Cc1ccc(F)cc1)C1CCS(=O)(=O)C1 (stereo not given) | -9% | -4% | . | 0% | 16% | 11%
4 | O=C(C1CC1)N1CCc2cc(Br)cc(S(=O)(=O)N3CCN(c4ccccn4)CC3)c21 | 2% | ? | ? | 2% | 2% | 8%&21%
5 | C/C=C/Cn1c(SCCCc2ccccc2)nc2c1c(=O)[nH]c(=O)n2C | -4% | ? | 0.93µM* | 4% | 4% | ?
6 | CCN1CCN(C(=O)/C(=C/c2ccco2)NC(=O)c2ccccc2)CC1 | 0% | 15% | -7% | 2% | -1% | 22%
7 | CS(=O)(=O)Nc1ccc(C2=NN(C(=O)c3cccc(F)c3)C(c3cccs3)C2)cc1 (stereo not given) | 2% | ? | 12% | 2% | -1% | -27%
8 | COc1ccc(C(=O)NC2CCN(CC(=O)Nc3c(C)cccc3C)CC2)cc1OC | -6% | -21% | 10% | -1% | 100µM* | 0%
9 | Cc1ccc(C)c(-n2c(-c3ccc(Br)cc3)csc2=NC(=O)c2ccccc2F)c1 | 5% | 0.41µM* | 0.23µM* | 6% | 16% | 3.2µM*
10 | CCCNC(=O)c1ccc(CNc2c(N3CCC(C(=O)OCC)CC3)c(=O)c2=O)cc1 | 3% | ? | 4% | 0% | 1% | ?
11 | O=C(c1cc(Br)c[nH]1)N1CCSCC1 | -9% | 13% | 17% | 0% | -16% | 5%
12 | COC(=O)c1cc(OC)c(OC)c(OC)c1NC(=O)c1ccc(S(=O)(=O)N(C)C)cc1 | 2% | -6% | . | -4% | -8% | -18%
13 | O=C(CN(Cc1ccco1)C(=O)CNS(=O)(=O)c1ccc(F)cc1)NCc1ccc(F)cc1 | -7% | -4% | ? | 1% | ? | 3%&-6%
14 | CCOC(=O)c1nn(-c2ccccc2)c(=O)cc1SC(C)C | -3% | ? | ? | 1% | 5% | 22%

This part in full, from the first entry:
item | Molecule | Tb PYK inh | Pf growth 48h | Pf growth 96h | LmPK inh | Sm TGR block | HCV inh
1 | O=C(Nc1ccc(C(=O)O)cc1)/C(=C/c1cccc(Br)c1)NC(=O)c1ccco1 | -2% | 22% | -8% | -1% | -4% | 15%
2 | CCCCc1nc2n[nH]c(N)c2c2c1CCC2 | -5% | -5% | 2%[5.75 µM] | -4% | 0% | ?
3 | O=C(c1ccccc1F)N(Cc1ccc(F)cc1)C1CCS(=O)(=O)C1 (stereo not given) | -9% | -4% | . | 0% | 16% | 11%
4 | O=C(C1CC1)N1CCc2cc(Br)cc(S(=O)(=O)N3CCN(c4ccccn4)CC3)c21 | 2% | ? | ? | 2% | 2% | 8%&21%
5 | C/C=C/Cn1c(SCCCc2ccccc2)nc2c1c(=O)[nH]c(=O)n2C | -4% | ? | 0.93µM* | 4% | 4% | ?
6 | CCN1CCN(C(=O)/C(=C/c2ccco2)NC(=O)c2ccccc2)CC1 | 0% | 15% | -7% | 2% | -1% | 22%
7 | CS(=O)(=O)Nc1ccc(C2=NN(C(=O)c3cccc(F)c3)C(c3cccs3)C2)cc1 (stereo not given) | 2% | ? | 12% | 2% | -1% | -27%
8 | COc1ccc(C(=O)NC2CCN(CC(=O)Nc3c(C)cccc3C)CC2)cc1OC | -6% | -21% | 10% | -1% | 100µM* | 0%
9 | Cc1ccc(C)c(-n2c(-c3ccc(Br)cc3)csc2=NC(=O)c2ccccc2F)c1 | 5% | 0.41µM* | 0.23µM* | 6% | 16% | 3.2µM*
10 | CCCNC(=O)c1ccc(CNc2c(N3CCC(C(=O)OCC)CC3)c(=O)c2=O)cc1 | 3% | ? | 4% | 0% | 1% | ?
11 | O=C(c1cc(Br)c[nH]1)N1CCSCC1 | -9% | 13% | 17% | 0% | -16% | 5%
12 | COC(=O)c1cc(OC)c(OC)c(OC)c1NC(=O)c1ccc(S(=O)(=O)N(C)C)cc1 | 2% | -6% | . | -4% | -8% | -18%
13 | O=C(CN(Cc1ccco1)C(=O)CNS(=O)(=O)c1ccc(F)cc1)NCc1ccc(F)cc1 | -7% | -4% | ? | 1% | ? | 3%&-6%
14 | CCOC(=O)c1nn(-c2ccccc2)c(=O)cc1SC(C)C | -3% | ? | ? | 1% | 5% | 22%
15 | CCOc1ccc(N(C)S(=O)(=O)c2ccc3[nH]cc(C(=O)NCCCOC)c(=O)c3c2)cc1 | 4% | ? | 81%[activator] | -2% | -21% | -13%
16 | COc1ccc(CCNC(=O)Cn2cnc3scc(-c4ccccc4)c3c2=O)cc1OC | -3% | -29% | ? | 0% | 4% | -19%
17 | CCC(C)(C)NC(=O)C(c1ccc(C)o1)N(Cc1ccc2c(c1)OCO2)C(=O)c1snc(C(N)=O)c1N (stereo not given) | 1% | -12% | ? | 3% | -14% | 1%
18 | Cc1ccc(OCC(=O)Nc2c(C)ccc3nsnc23)cc1 | 1% | 13% | -15% | -7% | 7% | 1%
19 | O=C(Nc1cccc(NC(=O)c2cccs2)c1)c1ccc(Br)o1 | 7% | 11% | 29% | -3% | -28% | -8%
20 | COC(=O)c1cc(S(=O)(=O)N2CCCCC2)c[nH]1 | 2% | -6% | ? | 0% | 4% | 17%

Remaining list, next part
item | Molecule | Tb PYK inh | Pf growth 48h | Pf growth 96h | LmPK inh | Sm TGR block | HCV inh
21 | O=c1[nH]c(N2CCc3ccccc32)nc2c1CCCC2 | -8% | 26% | . | 3% | 5% | 11%
22 | COC(=O)c1sc(S(=O)(=O)N2CC(C)OC(C)C2)c(C(=O)OC)c1C (stereo not given) | 3% | ? | ? | . | -21% | -1%
23 | CCOC(=O)c1c2c([nH]c(=S)c1C#N)CCCC2 | ? | ? | 4% | 8% | -11% | -16%
24 | Cc1cccc(-n2c(=O)[nH]c3c(C(N)=O)nc(CC(C)C)nc32)c1 | -7% | 52%[activator] | 39%[activator] | 7% | -4% | 8%
25 | Cc1cc(C)n2nc(SC3CCCCN(C(=O)c4ccc(F)cc4)C3=O)nc2n1 (stereo not given) | 6% | 1% | 25% | 0% | 1% | 26%
26 | C/C(O)=c1/ccc2cccc3nc(C)nc1c23 | 6% | ? | ? | 1% | -28% | ?
27 | O=C(N=C1SC2CS(=O)(=O)CC2N1Cc1ccccc1)C1CCCO1 (stereo not given) | -6% | 22% | 55%[activator] | -6% | -13% | 27%
28 | CCNc1nc(OC)nc(Oc2ccc(C(=O)OC)cc2)n1 | 14% | ? | . | 0% | 39%[activator] | -4%
29 | O=c1[nH]cnc2scc(-c3ccc(Br)cc3)c12 | 3% | 29% | ? | -1% | 2% | -9%
30 | CCn1cc(C(=O)NCC(OC)OC)c(=O)c2cc(S(=O)(=O)N3CCC(C)CC3)ccc21 | 1% | -2% | ? | -1% | -3% | -3%
31 | COc1cccc(CNc2ccc3[nH]c(=O)[nH]c3c2)c1OCc1ccccc1 | -12% | 46%[activator] | 25% | 2% | -26% | -26%
32 | O=C(NCc1cccs1)C1CCCN(c2ncccn2)C1 (stereo not given) | 6% | 16% | -6% | -1% | 0% | 7%
33 | CN1CCN(S(=O)(=O)c2cccc3nsnc23)CC1 | 1% | 15% | ? | -4% | 9% | 22%
34 | COCCN(C(=O)COC(=O)CCC(=O)c1cccs1)c1c(N)n(Cc2ccccc2)c(=O)[nH]c1=O | 2% | 32%[activator] | 51%[activator] | . | -13% | 7%
35 | COc1ccc(NS(=O)(=O)c2ccc3oc(SCc4ccc(F)cc4)nc3c2)cc1 | -14% | -19% | ? | 2% | 3% | 11µM*
36 | O=C(Cc1ccc(Cl)cc1)Nc1ncccn1 | 2% | 12% | 8% | 0% | 0% | 8%
37 | Cc1cc(CNC(=O)COc2ccc(F)cc2)c2ccccc2n1 | 4% | -4% | -34%[1.15 µM] | 3% | 6% | 1%
38 | CCCCCn1c(=O)c(C(=O)NCc2ccccc2)c(O)c2ccccc21 | 0% | 9.3µM* | 89%[activator] | -5% | 0% | ?
39 | O=S(=O)(c1ccc2c(c1)OCCO2)N1CCN(Cc2ccc3c(c2)OCO3)CC1 | -11% | 9% | ? | 0% | 5% | -2%
40 | Cc1nc(SCC(O)CO)c([N+](=O)[O-])[nH]1 (stereo not given) | -2% | 11% | . | 1% | 0% | 5%

Remaining list, next part.
item | Molecule | Tb PYK inh | Pf growth 48h | Pf growth 96h | LmPK inh | Sm TGR block | HCV inh
41 | O=C(c1ccc(F)cc1)N1CCN(C2CC3CCC2C3)CC1 (stereo not given) | -1% | 3% | -7% | -7% | 0% | 10%
42 | O=C(N/N=C/c1cc(Cl)c(O)c(Cl)c1)c1cc2c(ccc3ccccc32)o1 | -4% | 12µM* | ? | 8% | 2% | -5%
43 | Cc1nn(Cc2ccccc2Cl)c(Cl)c1C(=O)OC(C(=O)NC(N)=O)C(C)C (stereo not given) | -6% | ? | 13µM* | 0% | -5% | -6%
44 | CC(C)/C=C/CN1CCCC(N2CCN(c3cccc(Cl)c3)CC2)C1 (stereo not given) | -9% | ? | 78%[activator] | -2% | -1% | -18%
45 | COc1ccccc1NC(=O)c1cc(Cl)nnc1Cl | 0% | -20% | ? | -5% | -15% | ?
46 | CC1CCN(C(=O)Cn2nnc(-c3ccccc3)n2)CC1 | -12% | 21% | ? | -8% | -2% | 17%
47 | Cc1ccc(S(=O)(=O)N2CCN(Cc3ccccc3)CC2)c(C)c1N(C)S(=O)(=O)c1ccccc1 | 0% | ? | 368%[activator] | 2% | 10% | ?
48 | O=C(NC12CC3CC(CC(C3)C1)C2)c1cc([N+](=O)[O-])ccc1N1CCOCC1 | 1% | ? | 0% | -2% | 17% | ?
49 | CCOC(=O)c1ccc(NC(=O)CNC(=O)c2ccco2)cc1 | 7% | 10% | 254%[activator] | 3% | -9% | 1%
50 | CCOC(=O)c1cc(NC(=O)c2ccc(Cl)cc2)c(=O)n2c1oc1ccc(Cl)cc12 | -1% | 8% | 7% | -1% | 2% | -14%
51 | Cc1cc(C)c(C)c(S(=O)(=O)N2CCC(C(=O)NCC(c3ccccc3)N(C)C)CC2)c1C (stereo not given) | 0% | ? | -28% | 4% | -28% | ?
52 | Cc1cccc(N=Nc2ccc(O)c3ncccc23)c1 | -19% | 1.9µM* | ? | -11% | -11% | 5.6µM*
53 | CS(=O)(=O)N1CCN(C(=O)c2ccc(Cl)s2)CC1 | 5% | 0% | 11% | 3% | -1% | 10%
54 | Cc1cc2cc(C)c3nnc(SCC(=O)N4CCCc5ccccc54)n3c2cc1C | . | -11% | 30% | -2% | -6% | 7%
55 | COCCNC(=O)C(=O)NCC1OCCN1S(=O)(=O)c1ccc(C)cc1 (stereo not given) | 3% | 6% | 23% | -9% | -1% | .
56 | O=C(C1c2ccccc2C(=O)N2CCc3ccccc3C12)N1CCC2(CC1)OCCO2 (stereo not given) | -3% | -13% | . | 0% | -1% | 21%
57 | CC(=O)c1ccc(NC(=O)CCCN2C(=O)/C(=C/C(C)=C/c3ccccc3)SC2=S)cc1 | 3% | -18% | ? | 1% | 3% | ?
58 | CC(C)(C)c1ccc(NC(=O)CNC2CCCc3ccccc32)cc1 (stereo not given) | -4% | ? | -14% | 2% | -2% | 5%
59 | CCC(CC)c1nnc(NC(=O)CC(C)c2ccccc2)s1 (stereo not given) | -11% | 7% | -7% | 10% | -10% | 6%
60 | CCOC(=O)C1=C(C)N=C2SC=C(C)N2C1c1ccc(OC)cc1 (stereo not given) | 1% | -60% | 3% | -3% | -5%[57.1 µM] | ?
